# Platelet DG rel – platelet dense granule release activity. human platelet-rich plasma, SFLLRN dense granule ATP release, luminescence. AID 1663. 0.22% of 300,000 active. inhibition, %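 (compounds screened at 7.5 µM in platelet-rich plasma)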;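 active = mean replicate score, as percent of positive control, at or above 50; inconclusive = mean below 50 but at least one replicate at or above 50; inactive = mean and every replicate below 50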
# AI-2 QS modul – Vibrio harveyi AI-2 quorum sensing modulation | AID 2094 | 0.4% of 300,000 active | Vibrio harveyi JMH597 AI-2 luminescence/OD600 ratio, 9 h; active compounds read low; strain lacks LuxN and CqsS sensors; 0 = neutral-control median | activity change, % at 7.5 µM; in the data active = activity change below about -75%, passing the limit was not always enough; inconclusive = no clear call, values can overlap the other calls;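 note: luminescence divided by OD600 gain over 9 h not by final OD600 alone; inactives centre near 13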
# HDAC3 inhib – human HDAC3 inhibition; O15379; recombinant HDAC3, fluorogenic peptide/trypsin coupled, fluorescence; inhibition, % at 8.3 µM; 0.15% of 320,000 active; AID 2718; in the data active = inhibition above about 26%, passing the limit was not always enough; inconclusive = no clear call, values can overlap the other calls
# Target sequence (O15379 whole entry, looked up): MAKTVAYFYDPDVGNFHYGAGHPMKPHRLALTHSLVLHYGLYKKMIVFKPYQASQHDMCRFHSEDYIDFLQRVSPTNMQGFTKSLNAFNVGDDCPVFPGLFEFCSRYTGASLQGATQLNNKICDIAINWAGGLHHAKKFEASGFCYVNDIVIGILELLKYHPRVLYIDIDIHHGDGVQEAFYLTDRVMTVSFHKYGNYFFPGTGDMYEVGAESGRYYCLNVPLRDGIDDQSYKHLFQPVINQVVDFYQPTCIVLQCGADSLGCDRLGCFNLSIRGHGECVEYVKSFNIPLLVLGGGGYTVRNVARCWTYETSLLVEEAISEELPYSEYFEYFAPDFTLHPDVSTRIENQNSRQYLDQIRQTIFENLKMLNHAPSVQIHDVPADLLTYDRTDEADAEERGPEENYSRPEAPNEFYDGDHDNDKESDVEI
# IEC-6 cytotox – IEC-6 cytotoxicity, counter-screen for KLF5 inhibitors; luminescence viability; inhibition, % at 5 µM; 0.78% of 290,000 active; in the data active = inhibition above about 22%;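 note: 0% = plate median of test compound wells and 100% = cytotoxic reference compound wells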
# aSyn 5UTR inh – 5' untranslated region of α-synuclein, MLPCN primary screen. alpha-synuclein 5'UTR reporter, inhibitor activity. 0.82% of 300,000 active. inhibition, % (tested at 7.5 µM); in the data active = inhibition above about 60%; inconclusive = no clear call, values can overlap the other calls;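 note: H4 neuroglioblastoma cells stably carrying SNCA 5'UTR luciferase fusion; 0% = DMSO wells and 100% = positive control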
# HSF1 inhib – HSF1 inhibition; activity change, negative = inhibition, % at 7.5 µM (by protocol); AID 2098; 0.77% of 300,000 active; NIH3T3-HGL HSE-luciferase, MG132-induced, luminescence 8 h; active compounds read low;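 active = more than half of replicate wells show activity change below -50%, luminescence cut by over half; inconclusive = some wells, but at most half, below -50%; inactive = no replicate well below -50%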;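 note: luciferase reports HSF-1 transcriptional activity via heat shock element; 0% = median of DMSO wells and -100% = zero luminescence signal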
# KLF5 inh – kruppel-like factor 5 inhibition. 0.23% of 290,000 active. inhibition, % at 5 µM. AID 1700. DLD-1 KLF5 promoter-luciferase reporter, luminescence;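 active = inhibition above a per-plate limit of that plate's mean compound inhibition plus 3 SD, cut at about 60% in these data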;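 note: 0% = DMSO wells and 100% = LY294002 at 200 µM; higher means less KLF5 promoter-driven luciferase light; inactives centre near -14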
# HSP90 inh – blocks HSP90-mediated luciferase refolding in reticulocyte lysate. Rabbit reticulocyte lysate, luciferase refolding luminescence, 3 h. inhibition, % at 5.6 µM. 0.91% of 290,000 active;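 active = inhibition above the screen-wide mean plus 3 SD, computed separately per campaign, cut at about 16% in these data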;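 note: 0% = DMSO wells and 100% = 60 µM geldanamycin wells; inhibitors lower the luminescence because luciferase stays unfolded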
# HSF-1 act – increases HSF-1 driven luciferase reporter signal; 1.7% of 300,000 active; activation, % at 9 µM; NIH3T3-HGL HSF-1 luciferase reporter, MG132, 8 h; 100% = twice DMSO control signal;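 active = mean replicate activation of at least 50% with a set share of replicates each reaching 50%; inconclusive = only one of those two conditions met; inactive = mean below 50% and too few replicates reaching it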;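 note: 0% = median of the neutral control wells and 100% = twice that signal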
# HIF activator – HIF pathway transcriptional activation; AID 1910; activation, % at 7.5 µM (by protocol); U2OS HRE-luciferase reporter, luminescence; normalized: DMSO 0%, desferrioxamine 100%; 0.32% of 300,000 active;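 active = mean activation of at least 10% of the iron chelator positive control signal, with at least half of replicates also reaching 10%; inconclusive = mean and replicate majority disagree about reaching 10%; inactive = mean and most replicates under 10%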
# Starred values were filed as active, the others as inactive; ? = inconclusive; · = no result given.
No.	compound	AI-2 QS modul	Platelet DG rel	HIF activator	HSP90 inh	aSyn 5UTR inh
1	O=C(c1cc(COc2ccc(F)cc2Cl)on1)N(CCO)Cc1cccs1	-1	2	-0.9	1	7
2	COc1ccc(NC(=O)c2ccc(F)cc2)cc1S(=O)(=O)Nc1cc(C)ccc1Br	20	15	0.3	4	12
3	Cc1ccc(S(=O)(=O)Nc2ccc3c(c2)OCCO3)cc1	27	-3	-0.5	2	-9
4	CCOc1ccc(CCNC(=O)CCOc2cc(C)ccc2C)cc1OCC	4	-8	-0.1	5	35
5	COc1ccccc1C(=O)NC1CCN(C(=O)Nc2ccc(C)cc2)CC1	21	-13	-0.3	-1	32
6	Cc1ccc(Cl)c(OCC(=O)Nc2cccnc2)c1	30	27	3.1	-1	-116
7	CC(C)N1CCN(Cc2cccc(-c3ccco3)c2)CC1CCO (stereo not drawn)	14	14	0.3	-2	-6
8	Fc1ccc(Oc2nc(-c3ccccc3)nnc2C(F)(F)F)cc1	17	1	-0.3	-3	-4
9	O=C(COc1ncnc2ccccc12)NC(=O)NCc1ccccc1	-87*	2	-0.4	-2	9
10	Cc1c(NC2=CC(=O)CC(C)(C)C2)ccc([N+](=O)[O-])c1C	5	-2	-0.3	-4	-12
11	CC(C)CSc1nsc(N)n1	28	1	1.1	-3	-58
12	CN(C)/C=C/C=C1C(=O)CCCC1=O	3	7	-0.3	0	-12

No.	IEC-6 cytotox	HSF-1 act	HDAC3 inhib	HSF1 inhib	KLF5 inh
1	7	6	4	-3	-67
2	2	5	-2	8	18
3	-4	6	·	-2	-8
4	-4	-5	-3	1	-8
5	12	0	-3	-4	-33
6	-2	24	-2	6	-30
7	2	0	0	-2	9
8	-4	13	7	2	-1
9	0	12	-2	13	-4
10	0	-11	4	-2	5
11	0	15	3	15	-43
12	-1	2	2	-1	-28

# Next part.
No.	compound	AI-2 QS modul	Platelet DG rel	HIF activator	HSP90 inh	aSyn 5UTR inh
13	CCC1CCCCN1C(=O)CSc1nc2ccsc2c(=O)n1Cc1ccccc1 (stereo not drawn)	33	-2	0.2	3	7
14	COc1ccc(Cn2c(O)c(C=Nc3ccc(O)cc3)c3ccccc3c2=O)cc1	-1	30	-0.3	-4	27
15	CC(=O)Nc1ccc(NC(=O)CSc2nnc(CC(C)O)n2-c2ccccc2)cc1 (stereo not drawn)	14	-1	-1.5	1	5
16	COc1ccc(OC)c(NC(=O)c2nnn(CCc3ccccc3)c2N)c1	12	12	0.2	-3	4
17	O=[N+]([O-])c1ccc(CN2C=NS(=O)(=O)c3ccccc32)cc1	-7	-5	-1.2	-5	25
18	CC(=O)Nc1ccc(S(=O)(=O)Nc2ccc(Nc3ccccc3)cc2)cc1	?	-1	-0.9	-1	-5
19	CCOC(=O)C1C(=O)C=C(Nc2ccccc2F)CC1c1ccccc1 (stereo not drawn)	18	-3	1.0	-8	-114
20	O=C(NCCCN1CCOCC1)c1cc2c(s1)CCC2	2	0	0.2	1	-30
21	CCOC(=O)CSc1ccc2nnc(-c3cccs3)n2n1	31	9	-0.2	-1	2
22	CN1C2CCC1CC(NC(=O)c1cccc(C(F)(F)F)c1)C2 (stereo not drawn)	9	-3	0.1	0	-7
23	CCCC(=O)N1c2ccccc2C(=C2SC(C(=O)OC)=C(C(=O)OC)S2)C(=S)C1(C)C	-4	0	-1.0	1	-88
24	COc1ccc(C)cc1Nc1n[n+](C)c(-c2ccc(O)cc2O)s1	14	3	2.8	-2	-18

No.	IEC-6 cytotox	HSF-1 act	HDAC3 inhib	HSF1 inhib	KLF5 inh
13	1	-6	2	6	-22
14	-6	25	3	4	-4
15	7	0	-7	-4	-45
16	-2	40	-10	12	-30
17	-1	14	3	3	-31
18	-3	10	9	-1	-44
19	0	27	·	10	-10
20	-5	-7	4	-2	-35
21	-6	13	-4	-2	-26
22	0	-2	-12	-6	-13
23	1	17	0	4	-2
24	0	-11	0	5	-15

# Next entries follow.
No.	compound	AI-2 QS modul	Platelet DG rel	HIF activator	HSP90 inh	aSyn 5UTR inh
25	COc1ccc(N2CCN(Cc3cc(=O)oc4ccc(C)cc34)CC2)cc1	21	2	0.2	6	6
26	COc1ccc(OCc2cc(=O)[nH]c3ccccc23)cc1	-3	11	1.1	2	6
27	COc1cccc(CN2CCNC(=O)C2CC(=O)NC2CCCCCCC2)c1 (stereo not drawn)	-1	-14	-0.8	0	-9
28	CN(C(=O)CS(=O)(=O)c1cccc(Cl)c1)c1ccccc1	11	-1	-0.1	2	4
29	Nn1c(SCC(=O)Nc2ccccc2)nnc(Cc2ccccc2)c1=O	-39	-8	0.2	·	10
30	O=C(CN1CCN(c2ccccc2O)CC1)Nc1cc([N+](=O)[O-])ccc1Cl	17	6	·	-1	22
31	COc1cccc(CNC(=O)CCC2CCCN(C(=O)CCc3c(C)noc3C)C2)c1 (stereo not drawn)	15	-8	0.0	3	18
32	O=C(CCC(=O)c1cccs1)NCc1ccc(Cl)cc1	9	-10	0.3	-1	-3
33	CCOc1cc(C(=O)Nc2ccc(N3CCN(C(C)=O)CC3)cc2)cc(OCC)c1OCC	-9	20	0.8	0	6
34	O=C(CSc1nc2ccccc2c(=O)n1-c1ccc(F)cc1)Nc1ccc(C(=O)O)cc1	-7	-5	-1.6	1	2
35	COC(=O)c1ccccc1C(=O)N1CCCC(CCC(=O)NCc2ccc(F)c(F)c2)C1 (stereo not drawn)	4	-2	0.2	0	-14
36	COCCCNC(=O)CSC1=Nc2ccccc2C2=NC(c3ccccc3)C(=O)N12 (stereo not drawn)	18	1	-0.5	-1	-11

No.	IEC-6 cytotox	HSF-1 act	HDAC3 inhib	HSF1 inhib	KLF5 inh
25	-1	-6	-9	-3	-24
26	-4	30	-4	4	-17
27	-3	3	-3	0	-8
28	2	8	-7	-4	-15
29	·	-13	3	-3	·
30	0	·	1	·	-20
31	0	-7	-3	-1	-24
32	-3	1	0	-4	-27
33	5	13	2	-6	-31
34	-4	11	7	4	-30
35	3	·	-3	·	-20
36	-4	9	·	-7	-5

# As entered above:
# CCOc1cc(C(=O)Nc2ccc(N3CCN(C(C)=O)CC3)cc2)cc(OCC)c1OCC in aSyn 5UTR inh is listed with 6
# CN(C(=O)CS(=O)(=O)c1cccc(Cl)c1)c1ccccc1 in IEC-6 cytotox is listed with 2
# COc1ccc(OCc2cc(=O)[nH]c3ccccc23)cc1 in IEC-6 cytotox is listed with -4
# COC(=O)c1ccccc1C(=O)N1CCCC(CCC(=O)NCc2ccc(F)c(F)c2)C1 (stereo not drawn) in aSyn 5UTR inh is listed with -14

# A section of the results above, as a working copy:
No.	compound	AI-2 QS modul	Platelet DG rel	HIF activator	HSP90 inh	aSyn 5UTR inh
29	Nn1c(SCC(=O)Nc2ccccc2)nnc(Cc2ccccc2)c1=O	-39	-8	0.2	·	10
30	O=C(CN1CCN(c2ccccc2O)CC1)Nc1cc([N+](=O)[O-])ccc1Cl	17	6	·	-1	22

No.	IEC-6 cytotox	HSF-1 act	HDAC3 inhib	HSF1 inhib	KLF5 inh
29	·	-13	3	-3	·
30	0	·	1	·	-20

# (more compounds)
No.	compound	AI-2 QS modul	Platelet DG rel	HIF activator	HSP90 inh	aSyn 5UTR inh
37	CCOc1ccccc1Nc1nnc(Cc2ccccc2Cl)c(=O)[nH]1	15	7	0.9	-1	0
38	CC(=O)Nc1ccc(S(=O)(=O)N(C)CC(=O)Nc2ccccc2N2CCCC2)cc1	4	0	-1.0	·	7
39	CCC(Sc1ccc2nnc(-c3cccnc3)n2n1)C(=O)OC (stereo not drawn)	-10	21	-0.2	-3	10
40	COc1ccc(S(=O)(=O)Cc2ccc(C(=O)N3CCC(C(N)=O)CC3)o2)cc1	31	0	·	-2	22
41	CN(C)S(=O)(=O)c1cccc(COC(=O)c2cnccn2)c1	13	7	-0.4	2	-2
42	O=C(c1ccncc1)N1CCN(c2ccc3ccccc3n2)CC1	9	1	-0.1	1	-3
43	CC(=O)NC(CC(C)C)C(=O)NC(=O)NCc1ccccc1 (stereo not drawn)	25	6	-0.5	-4	18
44	C=CCSc1nc2sc(C)c(C)c2c(=O)n1N	2	14	-1.0	1	27
45	CC(OC(=O)CNC(=O)c1ccco1)C(=O)Nc1ccc(Cl)cn1 (stereo not drawn)	7	-4	1.9	·	1
46	O=C(C1CN(S(=O)(=O)c2ccccc2)CCN1S(=O)(=O)c1ccccc1)N1CCCCCC1 (stereo not drawn)	-6	-2	0.0	-2	10
47	Cc1ccc(C(=O)NC(=C(Cl)Cl)S(=O)(=O)c2ccccc2)cc1	15	-3	0.7	1	-30
48	Cc1ccc(Oc2cc(C#N)c(C#N)cc2-n2nnc3ccccc32)cc1C	17	·	-1.2	-1	-10

No.	IEC-6 cytotox	HSF-1 act	HDAC3 inhib	HSF1 inhib	KLF5 inh
37	-8	2	4	-3	-49
38	·	-1	3	3	·
39	0	7	-9	2	2
40	1	-2	1	-2	-12
41	9	-16	4	-5	-7
42	-1	-4	-1	-4	-16
43	-7	-14	-2	-15	-9
44	1	0	-4	7	1
45	·	1	-7	-7	·
46	-4	·	1	·	-63
47	6	113*	-9	52	-4
48	-5	-12	3	3	-6

# 3 entries out of the list above, ordered by the number in HSF1 inhib, falling.
cpd	canonical_smiles	HSF1 inhib
37	CCOc1ccccc1Nc1nnc(Cc2ccccc2Cl)c(=O)[nH]1	-3
42	O=C(c1ccncc1)N1CCN(c2ccc3ccccc3n2)CC1	-4
45	CC(OC(=O)CNC(=O)c1ccco1)C(=O)Nc1ccc(Cl)cn1 (stereo not drawn)	-7

# More records
No.	compound	AI-2 QS modul	Platelet DG rel	HIF activator	HSP90 inh	aSyn 5UTR inh
49	Cc1ccccc1C(=O)/C=C1\NC(=O)CS1	9	-2	-0.7	-5	11
50	CCOc1ccc(S(=O)(=O)c2c(C(=O)c3ccc(C)cc3)cnc3cc4c(cc23)OCCO4)cc1	20	11	0.0	2	-14
51	N/C(=N\OC(=O)c1cccc(Br)c1)c1ccncc1	-31	0	0.2	1	-138
52	CN(c1ccccc1)S(=O)(=O)c1cccc(C(=O)OCC(=O)NCc2ccc3c(c2)OCO3)c1	7	9	-0.4	-1	-1
53	O=S(=O)(Nc1cccc(-c2ccc(N3CCOCC3)nn2)c1)c1ccc(Cl)c(Cl)c1	37	-2	0.6	·	-26
54	CCOC(=O)N=S(N)(=O)c1ccccc1 (stereo not drawn)	38	-9	-0.5	5	-22
55	Cc1ccc(C)c(OC(=O)c2cccnc2)c1	22	-2	0.0	-2	10
56	Cc1ccccc1C(=O)c1cccn1CC(=O)NC(C)c1ccc2c(c1)OCCO2 (stereo not drawn)	18	0	-0.5	0	29
57	Cc1cnc(C(=O)OCC(=O)NC23CC4CC(CC(C4)C2)C3)cn1	9	3	-0.1	1	15
58	O=C(COc1ccc(Cl)cc1)N1CCN(c2ccc([N+](=O)[O-])c(N3CCOCC3)c2)CC1	11	5	0.1	-4	32

No.	IEC-6 cytotox	HSF-1 act	HDAC3 inhib	HSF1 inhib	KLF5 inh
49	-1	20	11	4	-45
50	1	32	-3	13	-4
51	-2	34	3	16	-56
52	-8	5	-1	3	6
53	·	5	·	12	·
54	0	-9	3	-6	10
55	0	1	-1	-8	-16
56	-4	26	4	4	-18
57	1	3	-15	1	-19
58	2	16	5	8	-6

# High-throughput results (PubChem)
